Source: PubChem (National Center for Advancing Translational Sciences (NCATS))
AID inhibitor: inhibitors of human activation induced cytidine deaminase | AID deamination FRET fluorescence, UDG-coupled, 4 h | Potency, µM (doses to about 115 µM), inactives show at the top dose activity change, negative = inhibition, hits mostly inhibitors | AID 1347428 | Q9GZX7 | 91,000 tested, 0.32% active; also: nearly all actives have a fitted effect of over 25% in size
Target sequence (Q9GZX7 whole entry, looked up): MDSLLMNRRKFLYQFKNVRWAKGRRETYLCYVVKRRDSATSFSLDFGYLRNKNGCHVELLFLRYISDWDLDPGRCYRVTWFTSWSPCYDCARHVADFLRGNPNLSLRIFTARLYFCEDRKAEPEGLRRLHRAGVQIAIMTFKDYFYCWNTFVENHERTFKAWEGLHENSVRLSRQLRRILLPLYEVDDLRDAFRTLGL
UDG counter: UDG inhibition counter-screen; FRET deamination/UDG coupled assay, UDG read, 4 h; Potency, µM (titrated, usually from 115 µM), for the others: at the top dose activity change, negative = inhibition, usual class: inhibitors; 91,000 tested, 0.14% active; AID 1347430; also: nearly all actives have a fitted effect of over 65% in size
The depositor's hits bear a star; ? = inconclusive; & = joins results of further samples; [ ] = another dose, or the depositor's remark. Calls follow the shape of the dose curve; as a rule, active = well fitted curve in the direction sought with a large enough effect; inconclusive = small, poorly fitted or top-dose-only effect, or another doubt; inactive = no such curve, though single readings can be large; an effect the other way counts as inactive or inconclusive. % is scaled to controls: 0 for no effect and ±100 for the full control effect; potency is read from the fitted curve at half-maximal effect.

| smiles | AID inhibitor | UDG counter |
| --- | --- | --- |
| C=C(C)CC(NC(C)c1ccccc1)c1ccco1 (stereo not given) | 0.5% | -4.2% |
| Cc1nn(C)c2c1c(-c1ccccc1)cc(=O)n2Cc1ccc(F)cc1Cl | ? | -7.2% |
| CC12CCCC(C(N)=O)(CCC1)C2 | 0.9% | -1.6% |
| COc1cc2[nH]c(=O)n(Cc3ccc(C(=O)N4CCN(c5cccc(C)c5C)CC4)cc3)c(=O)c2cc1OC | 18.4% | -16.5% |
| COc1ccc(CCNC(=O)/C(=N/O)c2ccccc2)cc1OC | 5.8% | 4.4% |
| CCCNC(=O)CSc1nc(-c2ccc(OC)cc2)cc(C(F)(F)F)n1 | -1.3%&3.7% | -0.9%&-4.1% |
| COc1ccc(NC(=O)c2ccc3c(=O)n4nc(Nc5cc(C)ccc5C)sc4nc3c2)cc1 | -17.0% | -7.8% |
| CC(=O)N1CCCC1c1nc2ccccc2n1Cc1cccc(Cl)c1 (stereo not given) | -10.4% | ? |
| COc1ccc(C(=O)OCC(=O)NCc2ccco2)c(OC)c1 | -1.0% | 0.0% |
| O=C(CCSCc1cccc(F)c1)NCCc1ccccc1 | -1.7% | 12.0% |
| O=C1c2oc3ccccc3c(=O)c2C(c2ccccc2)N1Cc1ccc2c(c1)OCO2 (stereo not given) | 6.8% | -11.4% |
| CCN1CCN(c2ncnc3c2cnn3-c2ccc(C)c(C)c2)CC1 | -7.3% | 4.8% |
| Cc1cc(C)c(NC(=O)CSc2nnc3[nH]c(=O)cc(C)n23)c(C)c1 | -1.3% | 0.4% |
| O=C(NCCc1ccc(Cl)cc1)c1cc2c(s1)-c1ccccc1OC2 | 15.4% | 8.1% |
| Cc1ccc(Cn2c(SCc3ccc(C(=O)N4CCCCC4)cc3)nc3ccncc32)cc1 | -25.6% | -0.5% |
| COc1ccc(CCNc2nc(-c3ccc(OC)c(OC)c3)cc(C(F)(F)F)n2)cc1OC | -20.1% | -9.7% |

Overlap with the part before: 3 compounds, then new ones.
| smiles | AID inhibitor | UDG counter |
| --- | --- | --- |
| O=C(NCCc1ccc(Cl)cc1)c1cc2c(s1)-c1ccccc1OC2 | 15.4% | 8.1% |
| Cc1ccc(Cn2c(SCc3ccc(C(=O)N4CCCCC4)cc3)nc3ccncc32)cc1 | -25.6% | -0.5% |
| COc1ccc(CCNc2nc(-c3ccc(OC)c(OC)c3)cc(C(F)(F)F)n2)cc1OC | -20.1% | -9.7% |
| CCOc1ccc(N(CC)S(=O)(=O)c2cc(Br)cc3c2N(C(C)=O)C(C)C3)cc1 (stereo not given) | ? | -25.6% |
| COc1ccccc1NC(=O)CSC1=Nc2ccccc2C2=NC(CC(=O)NCc3ccc4c(c3)OCO4)C(=O)N12 (stereo not given) | 5.1% | -17.5% |
| Cc1ccc(CC(=O)C(C#N)C(=O)Nc2c(C)cccc2C)cc1 (stereo not given) | 3.2% | -9.9% |
| COc1ccc(OCc2ccc(-c3nc(C#N)c(N4CCC(C)CC4)o3)o2)cc1 | 0.9% | 3.0% |
| COc1ccc2nc(/C(C#N)=C/c3ccc(-c4cccc(Cl)c4Cl)o3)[nH]c2c1 | 10.3% | -12.1% |
| COc1cccc(-c2cc(=O)n3[nH]c(C(F)(F)F)nc3n2)c1 | -0.9% | -1.4% |
| COCCCNC(=O)CSc1cc(C)ccc1C | 3.2% | 1.0% |
| Cc1ccc(-c2nc(CSc3nncn4c3cc3occc34)c(C)o2)cc1 | 84.2%[activator] | 27.1% |
| Cc1ccc(C(=O)c2sc(Nc3ccccc3)c(S(=O)(=O)c3ccccc3)c2N)c(C)c1 | -16.0% | 3.9% |
| Cc1c(C(=O)NCc2cccc(Cl)c2)sc2nc3n(c(=O)c12)CCCC3 | ? | 6.6% |
| COC(=O)c1ccc(OC)c(Cn2c(=O)n(-c3ccc(C)cc3)c(=O)c3c2cnn3C)c1 | 3.2% | 9.7% |
| COc1ccc(Nc2cc(C)nc(-n3nc(C)cc3C)n2)cc1Cl | -12.8% | -4.8% |
| Cc1cccc(CN2CCCN(c3cccc(C(=O)NCc4ccc5c(c4)OCO5)c3)C2=O)c1 | -24.4% | -10.2% |
| Cc1ccc(-c2nc(C)c(CCNC(=O)C(=O)Nc3ccc4c(c3)OCCO4)s2)cc1 | -0.5% | -2.8% |
| CCOc1ccc(CNS(=O)(=O)c2ccc3c(c2)CCCN3C(C)=O)cc1 | 0.3% | 9.1% |
| CC1(C(=O)Nc2cccc3ncccc23)Cc2ccccc2C(=O)O1 (stereo not given) | 12.1% | -1.5% |
| Fc1ccc(Nc2nc(NC3CCCC3)nc3c2cnn3-c2ccccc2)cc1 | -16.9% | 0.3% |
| COCCSCC(=O)N1CCOC(C)(C)C1 | -0.7% | -10.9% |
| O=[N+]([O-])c1cc(-c2nc(-c3cccnc3)no2)ccc1NCc1ccccc1 | 4.9% | -21.7% |
| CCOc1ccc(NC(=O)CN2CCSc3ccc(S(=O)(=O)N4CCCC4)cc32)cc1 | -4.6% | 6.3% |
| C=CCNc1oc(/C=C/c2cc(OC)c(OC)c(OC)c2)nc1C#N | -9.5% | 44.1%[activator] |
| CCOC(=O)c1cc(-c2ccccc2)n(CCCC(=O)Nc2ccc(C(C)C)cc2)c1C | -12.4% | -23.8% |
| COc1ccc(CCNC(=O)c2cc(=O)c3ccc(C)cc3o2)cc1OC | 48.1%[activator][57.5 µM] | 9.3%[57.5 µM] |
| CCCNC(=O)N(CC)Cc1nc(-c2ccc(C)cc2)no1 | 0.8% | -7.2% |
| COc1ccc(C(=O)C2CC(=O)Nc3c2c(C)nn3-c2ccc(C)c(C)c2)cc1 (stereo not given) | -0.2% | 6.0% |
| CCN(CC)Cc1ccc(CNC(=O)CCC2CCCC2)cc1 | -2.7% | -1.3% |
| Cn1c(=O)c2[nH]c(-c3ccc(Cl)cc3Cl)nc2n(C)c1=O | 4.5% | -0.9% |
| O=C(Nc1cccc(CN2CCOCC2)c1)/C(=C/c1ccccc1)c1ccccc1 | -19.2% | -10.1% |
| O=C(NCc1ccccc1Cl)c1ccc(CSCc2cccc(F)c2)o1 | 0.7% | -2.9%[57.5 µM] |
| Cc1ccc(NC(=O)CSc2nnc(C)c(=O)[nH]2)cc1 | 1.7% | -7.9% |
| CCOc1cc(C(=O)Nc2ccc(N3CCN(S(C)(=O)=O)CC3)cc2)cc(OCC)c1OCC | -6.2% | 20.4% |
| COC(=O)c1ccc(OCc2ccc(C#N)cc2)c(OC)c1 | -8.9% | -1.2% |
| Cc1ccc(O)c(C(=O)OCC(=O)c2cccs2)c1 | 19.9% | 2.8% |
| Cc1cc(NC(=O)c2ccccc2F)cc(-c2nc3ccccc3o2)c1O | -2.9% | 3.8% |
| Cc1cccc(C)c1NC(=O)Cn1c(=O)n(Cc2ccco2)c(=O)c2ccc(C(=O)NC3CCCC3)cc21 | -37.5% | -7.3% |
| CN(C)C(=O)COC(=O)c1cc(-c2ccc(Cl)s2)nc2ccccc12 | -2.8% | 5.6% |
| COc1cccc(CNC23CC4CC(CC(C4)C2)C3)c1 | -9.7% | 1.5% |
| CCOc1ccc(CCNC(=O)Cn2ccc3cc(S(=O)(=O)N4CCCCC4)ccc32)cc1 | -9.1% | -18.5%[57.5 µM] |
| O=C(Nc1cccc(F)c1)c1ccc2c(c1)N(Cc1ccccc1)C(=O)c1ccccc1S2(=O)=O | ? | -10.4% |
| C/C(=N\O)c1ccc(C(C)C)cc1 | 4.0% | 2.7% |
| Cn1c(=O)oc2cc(S(=O)(=O)N3CCCC(C(=O)NCc4ccccc4Cl)C3)ccc21 (stereo not given) | -6.8% | -3.6% |
| Cc1ccc(CNC(=O)CN2CCN(Cc3ccc(F)cc3Cl)C2=O)cc1 | -9.9% | -1.9% |
| COc1ccc(-c2cc3ccc(O)c(CN4CCN(C)CC4)c3oc2=O)cc1OC | ? | -11.3% |
| COc1ccc(C(=O)NCc2nc(-c3cccc(C)c3)no2)cc1OC | ? | -9.3% |
| CC(C)C(=O)N(Cc1cc(=O)[nH]c2ccccc12)c1ccccc1 | -3.2% | 1.1% |
| COc1ccc(NC(=O)CNC(=O)Cn2c(C)cc3ccccc3c2=O)c(OC)c1 | 30.6%[activator] | 6.6% |
| CCOc1cc2sc(N3CCC(C(=O)Nc4ccc(C)cc4C)CC3)nc2cc1Br | -21.9% | 9.5% |
| CCOC(=O)C1=C(CS(=O)(=O)c2ccc(C)c(C)c2)NC(=O)NC1c1ccc(O)cc1 (stereo not given) | 3.9% | 2.7% |
| CC1CCN(CC2CCN(C(=O)NCc3ccc(F)cc3)CC2)CC1 | 5.7% | 0.0% |
| O=C(Cn1ccc2c(Br)cccc21)NCCCO | 0.8% | 1.5% |
| OCCNC(=S)Nc1ccc(Br)cc1 | 2.4% | 3.2% |
| COc1ccc(C(=O)Nc2ccccc2)cc1S(=O)(=O)Nc1ccc(Br)cc1 | -11.3% | -11.0% |
| CCCCc1nn2c(=O)cc(COC(=O)CNC(=O)COc3ccc(C)cc3)nc2s1 | -8.5% | -0.2% |
| Cc1cc(C)cc(NC(=O)CSc2ccc(Cl)cc2)c1 | 8.2% | -2.2% |
| O=C(c1cnc(N2CCCCC2)c2ccccc12)N1CCN(c2cccc(Cl)c2)CC1 | ? | ? |
| Cc1ccc(CSc2ccc3nnc(CCNS(=O)(=O)c4ccc(C)cc4)n3n2)cc1 | ? | ? |

(further entries)
| smiles | AID inhibitor | UDG counter |
| --- | --- | --- |
| Cc1cc(C)cc(-c2nnc(SCC(=O)N3CCCC3)o2)c1 | -10.2% | -10.4% |
| Cc1ccc(-n2ccnc(NCCc3ccc(S(N)(=O)=O)cc3)c2=O)c(C)c1 | 18.7% | 90.6%[activator] |
| O=C(Nc1nc2ccccc2s1)c1ccc(S(=O)(=O)N2CCCC2)cc1 | -8.9% | 7.5% |
| Cc1ccc(Cl)cc1N1CCN(C(=O)c2cnn(-c3ccc(Cl)cc3)c2C2CCNCC2)CC1 | 56.0%[activator] | 13.3% |
| CCC(=O)Nc1nnc2n1CCS2 | ? | -8.6% |
| O=C(Cc1n[nH]c(=O)c2ccccc12)OCc1nc(-c2ccc(Cl)cc2)no1 | -4.8% | -1.2% |
| Cc1[nH]c2ccccc2c1-c1csc(NC(=O)C2CCOCC2)n1 | -2.9% | -7.4% |
| CSC1=N/C(=C\c2ccc(OCC(=O)O)cc2)C(=O)S1 | -5.8% | 1.9% |
| Cc1ccc2c(c1)N(CC(=O)NCCc1ccccc1)C(=O)CO2 | -10.6% | 0.8% |
| O=C(NCc1ccc(F)cc1)c1cccc(N2CCCS2(=O)=O)c1 | -2.6% | 28.0% |
| COc1cc(OC)c(C2CC(=O)Oc3n[nH]c(-c4ccccc4)c32)cc1OC (stereo not given) | 7.7% | 15.3% |
| O=c1oc2ccc(Br)cc2cc1S(=O)(=O)N1CCCCC1 | -6.2% | -6.4% |
| CCc1cccc(NC(=O)Cn2nc3c4cc(F)ccc4n(Cc4cccc(C)c4)cc-3c2=O)c1 | 1.6% | -2.7%[57.5 µM] |
| Cc1ccc2ncc3c(-c4ccccc4)nn(CC(=O)NC4CCCCC4)c3c2c1 | -18.0% | 27.4% |
| CCOc1cccc(OCCCn2c(-c3ccc(Br)cc3)nc3ccccc3c2=O)c1 | 2.5% | ? |
| Cc1nc2c3ccccc3nc(NNC(=O)CCC(=O)N3CCN(c4cccc(Cl)c4)CC3)n2n1 | ? | -11.3% |
| Cc1cc(C)cc(-n2cnc3cc(C(=O)NC4CCCCCC4)ccc32)c1 | ? | -18.6% |
| NC(=O)CSc1ncnc2cc(-c3ccc(Cl)cc3)sc12 | -0.8% | -2.8% |
| COc1ccc(C2=C(C)C(=O)N(Cc3ccc(C(=O)NC(C)c4ccccc4)cc3)S2(=O)=O)cc1 (stereo not given) | -6.1% | -14.0% |
| O=S(=O)(Nc1cccc(-c2ccc(N3CCCC3)nn2)c1)c1cc(F)ccc1F | ? | 27.1% |
| COc1cccc(CNc2nc3ccccc3c3nc(-c4cccc(C)c4)nn23)c1 | 27.1% | -9.2% |
| CCc1ccc(NC(=O)CSc2nc3c(c(=O)[nH]2)CN(Cc2ccc4c(c2)OCO4)CC3)cc1 | ? | 3.6%&-7.4% |
| Cc1ccc(C)c(N2CCN(C(=O)C3CCN(c4nnc(-n5c(C)ccc5C)s4)CC3)CC2)c1 | -4.9% | -12.0% |
| COCCNc1nc2c(c(=O)n(Cc3cccc(Cl)c3)c(=O)n2C)n1C | -8.7% | -8.0% |
| CCc1nc(NCCN(C)C)c(C#N)c2c1CCCC2 | -4.8% | -4.5% |
| Cc1cccc(NC(=O)c2cc3c(s2)-c2ccccc2S(=O)(=O)C3)n1 | -11.5% | -0.8% |
| CCCCCCCCc1ccc(-c2ccc(CC)cc2)nc1 | 1.5% | 3.5% |
| CC(NC(=O)c1cc(=O)c2ccccc2o1)c1ccc(-c2ccccc2)cc1 (stereo not given) | 3.9% | 6.4% |
| CCOC(=O)c1cccc(NC(=O)C(C)n2nc(C)c3c(C)n(-c4ccccc4)nc3c2=O)c1 (stereo not given) | -9.5% | 1.6% |
| COc1ccc(NC(=O)Cn2nnc(C(=O)NCc3ccccc3Cl)c2N)cc1Cl | ? | -6.2% |
| O=C(O)C1CCN(C(=O)CSc2nnc(-c3ccccc3F)n2C2CCCC2)CC1 | -2.8% | 13.4% |
| Cc1ccc(C)c(N2CCN(C(=O)CN3C(=O)COc4ccc(S(=O)(=O)N5CCCCCC5)cc43)CC2)c1 | 8.8% | -9.5% |
| COc1cccc(C2=CC(c3ccccc3F)n3ncc(C(=O)Nc4ccc(F)cc4)c3N2)c1 (stereo not given) | 233.0%[activator] | -2.4% |

Some values from the list:
CCc1nc(NCCN(C)C)c(C#N)c2c1CCCC2 @ AID inhibitor: -4.8%
Cc1cccc(NC(=O)c2cc3c(s2)-c2ccccc2S(=O)(=O)C3)n1 @ AID inhibitor: -11.5%

Not all compounds are listed; rates above refer to the full screens.
